High-throughput results from PubChem BioAssay.
DNA FID counter: compounds displacing fluorescent DNA intercalator, primary screen, artefact control for HCV NS3 helicase inhibitor project, biochemical, FID fluorescence; DNA fluorescent intercalator displacement; inhibition, % at 7.9 µM; hit rate 0.17% among 290,000; AID 1845, 2009; in the data active = inhibition above about 37%;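 note: 0% = vehicle and 100% = reference compound; higher means more ethidium bromide displaced from hairpin DNA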
PfM18AAP inh: PfM18AAP inhibitors, malaria aminopeptidase, primary screen, biochemical, QFRET, recombinant enzyme | H-Glu-NHMec fluorogenic cleavage | inhibition, % at 7.35 µM | hit rate 1.2% among 290,000;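 active = inhibition above the campaign mean inhibition over all tested compounds plus 3 SD, cut at about 28% in these data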;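 note: 0% = plate median of test compound wells and 100% = 2 mM ZnCl2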
p-CIP stab down: p/CIP-EGFP fusion destabilizers, primary screen, fluorescence, F442A cells; 16 h; decrease of EGFP signal, % at 10 µM; hit rate 0.01% among 290,000; AID 1984, 2009;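 active = EGFP signal decrease of at least 30% at 10 µM or well 3 SD below plate mean, unless failing retest; inactive = the rest, including hits failing retest or dose response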; note: some compounds called inactive have numbers as strong as hits; many of its hits are not listed in these tables
VIM-2 inh: VIM-2 metallo-beta-lactamase inhibitors, primary screen, biochemical, epi-absorbance readout, Pseudomonas aeruginosa enzyme | purified VIM-2, nitrocefin hydrolysis, epi-absorbance fluorescence | inhibition, % at 5.6 µM | hit rate 0.89% among 290,000 | AID 1527, 2009;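 active = inhibition above the mean of all tested compounds plus 3 SD, cutoff set per screening run, cut at about 7.5% in these data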;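 note: red hydrolysis product quenches plate fluorescence so inhibitors raise well fluorescence; 0% = enzyme with DMSO and 100% = DMSO without enzyme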
HCV NS3 hel inh: inhibitors of HCV NS3 helicase, primary screen, biochemical, Cy5 molecular beacon fluorescence. NS3 helicase DNA unwinding. AID 1800, 2009. inhibition, % at 10.9 µM. hit rate 0.56% among 290,000. Hepatitis C virus NS3 helicase;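 active = inhibition above the mean of all tested compounds plus 3 SD, set per campaign, cut at about 35% in these data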;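 note: 0% = DMSO wells and 100% = thioflavine S control wells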
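Material: hepatitis C virus NS3 helicase domain fragment enzyme; measured by: Cy5 fluorescence, 0 and 60 min reads; control set: DMSO and thioflavine S; incubation: 60 min unwinding reaction at 25 °C after ATP addition; read-out basis: % inhibition from 60/0 min fluorescence ratio, DMSO 0%, thioflavine S 100%; repeats: singlicate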
IDE cell activ: human IDE activators in live cells, primary screen, fluorescence polarization, HEK cells, FAbeta-B substrate. activation, % at 5.96 µM. Insulin-degrading enzyme (Homo sapiens), P14735. FAbeta-B cleavage; 0% vehicle, 100% cell-free pure enzyme wells. hit rate 0.073% among 340,000;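 active = activation above the mean of all tested compounds plus 3 SD, set per screening campaign, cut at about 17% in these data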
IDE cell inh: human IDE inhibitors in live cells, primary screen, fluorescence polarization, HEK cells, FAbetaB substrate. Insulin-degrading enzyme (Homo sapiens), P14735. FAbetaB cleavage. inhibition, % at 5.59 µM. hit rate 0.41% among 320,000. AID 434962, 2010;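 active = percent inhibition above the average of all tested compounds plus 3 SD, set per screening campaign, cut at about 16% in these data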;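 note: IDE supplied by intact live HEK cells; FP after avidin binding of uncleaved biotin substrate so inhibition keeps polarization high; 0% = DMSO wells and 100% = 60 µM reference IDE inhibitor Ii1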
UBC9 SUMO inh: inhibitors of in vitro SUMOylation cascade, primary screen, biochemical, HTRF, uHTS; AID 2006, 2009; HTRF SUMOylation assay, SAE1/SAE2 + UBC9; SUMO-conjugating enzyme UBC9 (Homo sapiens), P63279; hit rate 0.36% among 290,000; inhibition, % at 35 µM; in the data active = inhibition above about 50%, passing the limit was not always enough; note: strong numbers were not always called active
Target sequence (P63279 whole entry, looked up): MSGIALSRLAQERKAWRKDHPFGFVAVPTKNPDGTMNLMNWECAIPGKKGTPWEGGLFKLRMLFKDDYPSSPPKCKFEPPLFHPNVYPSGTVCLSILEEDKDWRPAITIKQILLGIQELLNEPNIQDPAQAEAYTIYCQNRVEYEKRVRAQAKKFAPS
IMP-1 inh: IMP-1 metallo-beta-lactamase inhibitors, primary screen, biochemical, epi-absorbance readout, Pseudomonas aeruginosa enzyme; metallo-beta-lactamase IMP-1 (Pseudomonas aeruginosa); purified IMP-1, nitrocefin hydrolysis, epi-absorbance fluorescence; inhibition, % at 5.6 µM; hit rate 0.45% among 290,000; AID 1556, 2009;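 active = inhibition above the mean plus 3 SD of all compounds in the same screening run, cut at about 4.5% in these data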;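 note: 0% = IMP-1 with DMSO and 100% = DMSO wells lacking enzyme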
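Material – recombinant IMP-1 enzyme, purified · Amount – IMP-1 0.2 nM before substrate addition · Medium – HEPES buffer pH 7.1 with ZnSO4 and Brij 35 · Timing – 25 °C, 15 min preincubation, 25 min reaction · Measured by – plate fluorescence quenching by hydrolysis product, ex 480/em 530 nm · Read-out – percent enzyme inhibition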
The depositor's hits bear a star; · = no result given.

compound,PfM18AAP inh,IDE cell inh,HCV NS3 hel inh,p-CIP stab down,UBC9 SUMO inh,IMP-1 inh,IDE cell activ,DNA FID counter,VIM-2 inh
C/C(CC(=O)Nc1cccc(C(F)(F)F)c1)=N\NC(=O)c1cnccn1,5,0,-1,-13,21,-3.5,5,-8,-3.0
O=C(CN1CCOCC1)Nc1ccccc1NC(=O)C1CCN(c2ncccn2)CC1,-15,3,8,14,2,-5.7,3,-2,-3.3
NC(=O)Cn1c2[n+](c3ccccc31)CC(O)CS2 (configuration not stated),-5,11,-1,4,-8,-5.0,3,0,-3.8
CCCCCCN1C=CC(=C/C=C(\C#N)C(=O)OCC)C=C1,4,165*,-11,-801,-6,1.6,-114,-3,2.2
CCOc1ccccc1NC(=O)C(NCC1(N2CCCCC2)CCCCC1)c1ccccc1 (configuration not stated),2,-3,-18,8,-14,-3.4,5,18,-3.1
Cc1ccccc1C(=O)NCCNC(=O)c1ccco1,5,-1,7,-10,12,-0.7,5,-7,-1.9
Cc1ccc(C(C#N)c2ccc(Cl)nn2)cc1 (configuration not stated),-6,3,0,10,-34,-1.5,3,-2,-0.2
CC(=O)c1ccc(OCCOc2ccc([N+](=O)[O-])cc2)cc1,0,-2,-11,2,-4,-2.9,0,-1,-2.5
Cc1ccc(N2CC(C(=O)OCC(=O)C(C)(C)C)CC2=O)cc1C (configuration not stated),2,11,-2,9,-8,-2.3,-2,-14,-1.7
Cc1cccc(NC(=S)N(Cc2ccc(Cl)cc2)Cc2ccc(C(=O)O)cc2)c1,1,1,15,5,18,-2.9,0,-33,-2.4
Cc1ccccc1Nc1nc(N)nc(COC(=O)c2ccc(O)cc2)n1,-7,3,10,-1,-16,-3.9,6,-7,-2.5
c1ccc(-c2ccccc2OCCN2CCCC2)cc1,2,1,-4,-6,2,-3.6,3,7,-2.5
COc1ccc2nc(NC(=O)c3ccc(-c4cccc([N+](=O)[O-])c4)o3)sc2c1,1,2,10,-14,-15,-4.5,·,2,-4.8
CSc1nc(N2CCOCC2)c2c(c1C#N)CC(C(C)C)OC2 (configuration not stated),0,·,-11,-11,-8,-2.6,-8,-16,-0.2
CC(C)(C)C(=O)Nc1ccc(NC(=O)c2ccco2)nc1,-6,1,4,5,-6,-0.4,2,-4,0.2
CC(C)NS(=O)(=O)c1ccc(OCC(=O)Nc2ccccc2F)cc1,5,4,5,-3,1,-0.2,0,-7,-1.1
CC1CCN(c2ncccc2C(=O)O)CC1,-1,-1,1,-6,18,-3.0,0,1,-0.9
Cc1ccc(NC(=O)CSc2nnc(-c3ccncc3)n2C)cc1S(=O)(=O)N1CCOCC1,-12,9,-1,13,15,-4.0,-1,-18,1.1
C=CCNC(=S)NNC(=O)C(CCC(C)C)CC(C)O (configuration not stated),-2,2,2,-4,22,0.6,2,-6,-4.7
CCOC(=O)CNC(=O)CNC(=O)c1ccc(OC(C)C)cc1,-6,1,3,-3,21,-1.0,·,0,0.1

Random excerpt: 2 entries already listed, in no set order.
compound,PfM18AAP inh,IDE cell inh,HCV NS3 hel inh,p-CIP stab down,UBC9 SUMO inh,IMP-1 inh,IDE cell activ,DNA FID counter,VIM-2 inh
COc1ccc2nc(NC(=O)c3ccc(-c4cccc([N+](=O)[O-])c4)o3)sc2c1,1,2,10,-14,-15,-4.5,·,2,-4.8
O=C(CN1CCOCC1)Nc1ccccc1NC(=O)C1CCN(c2ncccn2)CC1,-15,3,8,14,2,-5.7,3,-2,-3.3

Following part:
compound,PfM18AAP inh,IDE cell inh,HCV NS3 hel inh,p-CIP stab down,UBC9 SUMO inh,IMP-1 inh,IDE cell activ,DNA FID counter,VIM-2 inh
Cn1ccs/c1=N\S(=O)(=O)c1ccc(Br)cc1,-3,2,-4,2,-16,-1.7,5,-2,-0.5
CCOC(=O)Cn1c(=S)[nH]c2c(oc3ccc(Cl)cc32)c1=O,4,2,-3,-10,0,-4.7,3,2,-1.4
Cc1cc(C)c(N(CC(=O)NC(C)(C)C)C(=O)CNC(=O)c2cccs2)c(C)c1,3,1,11,1,-12,-2.8,·,-22,-4.0
CCCCCCc1nc(C(N)=O)c2[nH]c(=O)n(-c3ccc(OC)cc3OC)c2n1,1,7,-9,-2,4,-3.5,3,-27,-3.6
CC(=O)C1C(=O)c2c(cccc2[N+](=O)[O-])C1=Nc1cccc(Cl)c1 (configuration not stated),18,-1,32,10,9,3.5,-5,3,4.6
COc1cc2c(cc1NC(=O)COC(=O)C1CC(=O)N(Cc3ccco3)C1)oc1ccccc12 (configuration not stated),15,1,9,2,20,-2.5,4,0,-0.5
Cc1ccc2cc(CN(C(=O)c3ccco3)c3ccccc3C)c(=O)[nH]c2c1,-4,2,-9,-3,23,-2.4,-1,-33,-2.8
CC(C)(C)OC(=O)NCc1n[nH]c(=S)n1C1CC1,20,-5,14,-8,5,-4.3,-6,-17,-1.9
CCOC(=O)C(=O)N/N=C/c1ccco1,13,1,16,-11,16,-1.5,-2,-4,0.0
CCOc1ccc(-c2nn[nH]n2)cc1OCC,-4,9,-2,2,30,-1.8,-2,-4,-2.5
CCOC(=O)N1CCc2c(sc(NC(=O)C3COc4ccccc4O3)c2C(N)=O)C1 (configuration not stated),5,1,-4,-6,18,-2.0,-3,-28,-2.1
CCCC(NC(=O)Cc1c(C)c2c(cc(C)c3c(C)coc32)oc1=O)C(=O)O (configuration not stated),5,-3,13,-5,24,-0.8,3,-26,0.5
c1ccc(COCC2CCNCC2)cc1,-9,-4,-7,-22,9,-2.1,-4,-1,-0.7
CC(NCC(O)COc1ccc2ccccc2c1)c1ccccc1 (configuration not stated),-1,-4,-79,-3,13,-1.0,3,20,-3.2
CCOC(=O)c1sc(NC(=S)n2cc(C)cn2)c(C(=O)OCC)c1C,3,·,0,·,·,-2.6,·,-2,-2.3
O=C1CCC(C(=O)Nc2cccc(C(F)(F)F)c2)N1 (configuration not stated),-6,-1,0,7,6,-2.3,-2,-4,0.0
O=C(c1ccc(F)cc1)N1CCN(c2cnn(-c3ccccc3)c(=O)c2Cl)CC1,-10,-1,3,-7,25,-3.0,-5,-4,-1.9
CCOc1ccccc1N(CC(=O)Nc1ccccc1F)S(=O)(=O)c1ccccc1,3,2,-5,-6,-1,-4.6,6,-33,-2.0
Cc1cccc(NC(=O)C(Cc2ccccc2)n2cccc2)c1 (configuration not stated),-3,4,-8,1,15,-2.3,5,-8,-1.9
COc1ccc(S(=O)(=O)N(CCc2ccccc2)CC(=O)O)cc1Cl,-6,2,14,4,22,-2.8,2,-32,-0.6
COC(=O)c1ccc(NCN2C(=O)C3C4CCC(C4)C3C2=O)cc1 (configuration not stated),-12,-4,-7,-9,14,0.1,7,-4,1.1
Cc1cc(Nc2cccc(O)c2)c2ccccc2n1,-2,5,3,-1,24,-2.4,·,1,1.4
COc1ccc(-n2c(SCCNCCO)nc3sc4c(c3c2=O)CCCC4)cc1,4,1,-56,-7,12,-4.9,8,8,3.4
CC(C)(C)n1nc2c(c1NC(=O)c1ccccc1)CS(=O)(=O)C2,-1,2,4,5,-2,-1.2,2,-10,-1.2
COc1ccc(/C=C/C(=O)N(C)C2CCS(=O)(=O)C2)cc1OC (configuration not stated),6,-3,3,-5,19,-2.8,2,-2,-2.9
CC(=O)Nc1ccc2c(c1)nc(CCN1CCN(C)CC1)n2C,0,4,5,-15,24,-5.1,1,5,-2.6
CO[C@@H]1O[C@@H]2COC(c3ccccc3)O[C@@H]2[C@@H](OC)[C@@H]1O (some centres not stated),-1,4,0,-1,7,-3.0,1,-1,-4.3
CCCC(C(=O)NC1CCCCC1)N(Cc1ccco1)C(=O)CNS(=O)(=O)c1ccccc1 (configuration not stated),-10,1,1,2,6,-0.7,2,-34,-1.1
CC(=O)Oc1cc2c(cc1Cl)C(c1cccs1)CC1(CC(C)(C)NC(=S)N1)O2 (configuration not stated),-12,3,-4,-10,-5,-3.4,-1,-1,-3.8
COc1ccc(N=C2NC(=O)S/C2=C\c2ccc(N(C)C)cc2)cc1,5,30*,7,-83,30,-0.1,-25,-3,-2.6
COc1ccc(-c2[nH]ncc2CN2CCN(Cc3cccs3)CC2)cc1F,1,2,-1,-12,18,0.3,-5,10,-1.1
O=C(c1ccc(CS(=O)Cc2cccc(Cl)c2)o1)N1CCN(C2CCCCC2)CC1 (configuration not stated),3,10,-4,7,-8,-1.8,0,-5,-6.3
Cc1ccc(CN2CCN(/N=C/c3ccc(C(F)(F)F)cc3)CC2)cc1,-4,4,-14,2,-26,-0.1,-11,-5,-3.4
Cc1cccc(-c2nc3ccccc3c(=O)n2NC(=O)c2cccs2)c1,2,5,2,1,0,-1.2,4,-3,0.5
Cc1[nH]c2ccccc2c1C(=O)C(=O)NC1CC1,-11,-3,2,-24,17,-0.2,2,-9,-0.6
N/C(Cn1nnc(-c2ccccc2)n1)=N\O,5,-13,2,0,-8,-2.4,5,-1,-3.6
O=C(NCCSCc1ccco1)Nc1cccc(Cl)c1,-7,-1,6,-7,-9,-3.1,-2,-1,0.3
